# Pol kappa inh – DNA polymerase kappa (human) inhibition | Q9UBT6 | purified Pol kappa, fluorescent DNA synthesis assay, 10 min | Potency, µM (top dose mostly 107 µM), for the others: top-dose activity, negative = inhibition, usual class: inhibitors | 400,000 tested, 0.53% active | AID 588579; also: potency is read from the fitted curve at half-maximal effect; % is scaled to controls: 0 for no effect and ±100 for the full control effect
#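 Here, compound and 10 nM enzyme are combined for 15 min at room temperature; adding 50 nM substrate (final) starts DNA synthesis, tracked by fluorescence at 0 and 10 min against buffer-only wells.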
# GRP78 ERSR act – induces the endoplasmic reticulum stress response in human glioma cells; U87-MG GRP78 promoter luciferase reporter, 16 h; Potency, µM, without a hit: at the top dose activation, hits mostly activators; 420,000 tested, 0.02% active; AID 602332; also: potency is read from the fitted curve at half-maximal effect; series mostly up to about 76 µM; % of control where 0% means no effect; nearly all actives have a fitted effect of over 35% in size
#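 Stably transfected U87-MG human glioma cells carrying a GRP78-based luminescent sensor were seeded at 1000 cells/well, pin-dosed with compounds and incubated 16 h. Luciferase reagent was then added, and end-point luminescence was read after 10 min at room temperature.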
# Pol eta inh – DNA polymerase eta (human) inhibition; Q9Y253; recombinant Pol eta, fluorescent DNA replication assay; Potency, µM (series often up to 114 µM), for the others: top-dose activity change, negative = inhibition, actives largely listed as inhibitors; 390,000 tested, 1.2% active; also: potency is read from the fitted curve at half-maximal effect; % is scaled to controls: 0 for no effect and ±100 for the full control effect
# Target sequence (Q9Y253 whole entry, looked up): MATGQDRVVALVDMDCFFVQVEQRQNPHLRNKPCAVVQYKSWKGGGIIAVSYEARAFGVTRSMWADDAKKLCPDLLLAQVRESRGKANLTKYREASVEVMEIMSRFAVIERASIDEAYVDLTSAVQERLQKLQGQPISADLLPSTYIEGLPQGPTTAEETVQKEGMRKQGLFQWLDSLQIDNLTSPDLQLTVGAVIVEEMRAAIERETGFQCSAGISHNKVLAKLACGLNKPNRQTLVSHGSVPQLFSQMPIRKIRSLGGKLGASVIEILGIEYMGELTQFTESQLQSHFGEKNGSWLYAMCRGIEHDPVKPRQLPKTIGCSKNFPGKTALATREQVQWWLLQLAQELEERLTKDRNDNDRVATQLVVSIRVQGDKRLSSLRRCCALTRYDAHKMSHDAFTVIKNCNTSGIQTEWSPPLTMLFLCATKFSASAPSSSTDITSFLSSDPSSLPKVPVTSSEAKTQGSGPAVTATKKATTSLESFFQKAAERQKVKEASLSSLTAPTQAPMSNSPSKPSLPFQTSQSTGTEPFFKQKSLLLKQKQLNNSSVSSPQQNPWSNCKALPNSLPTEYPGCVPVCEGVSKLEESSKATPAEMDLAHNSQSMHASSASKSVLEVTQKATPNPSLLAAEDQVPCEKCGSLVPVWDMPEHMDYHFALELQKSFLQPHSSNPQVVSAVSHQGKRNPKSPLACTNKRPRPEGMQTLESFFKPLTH
#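 Pol eta (10 nM) was preincubated with compounds for 15 min at room temperature, after which fluorescent replication substrate (50 nM final) was added to start the reaction. Fluorescence was read kinetically at 0 and 10 min.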
# LDHA block – inhibitors of human lactate dehydrogenase A | AID 1347041 | activity change, % (values are at about 110 or 230 µM) | P00338 | purified LDHA, NADH/diaphorase-resazurin fluorescence; active compounds read low | 480,000 tested, 0.15% active; in the data active = activity change below about -30%; inconclusive = mostly about -25% to -30%;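 also: plate controls were DMSO wells for no effect and wells without enzyme for full effect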
#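 LDH5 2 nM; NADH 0.06 mM, pyruvate 0.2 mM; 200 mM Tris pH 7.4, EDTA, Tween-20; 5 min RT. Detection: diaphorase 0.133 mg/mL + resazurin 37 µM, fluorescence ex540/em590 at 0 and 20 min; normalized to enzyme-free and DMSO wells.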
# Pol iota inh – DNA polymerase iota (human) inhibition | Q9UNA4 | Pol iota fluorescent replication assay, 10 min | 390,000 tested, 1% active | Potency, µM (series often up to 115 µM), for inactives: at the top dose activity, negative = inhibition, hits mostly inhibitors; also: potency is read from the fitted curve at half-maximal effect
#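 Fluorescent replication assay read twice, at 0 min and 10 min after adding 50 nM (final) substrate. Enzyme (10 nM) and compounds were first incubated 15 min at room temperature; enzyme-free buffer wells were negative controls.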
# APE1 inh – blocks human APE1 abasic DNA cleavage; Potency, µM (highest dose often 65.8 µM), inactives show top-dose activity change, negative = inhibition, most hits filed as inhibitors; P27695; 350,000 tested, 0.35% active; recombinant APE1, TAMRA/BHQ-2 abasic DNA cleavage fluorescence;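 also: potency is read from the fitted curve at half-maximal effect; plate controls were vehicle for no effect and reference inhibitor for full effect; nearly all actives have a fitted effect of over 55% in size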
# Target sequence (P27695 whole entry, looked up): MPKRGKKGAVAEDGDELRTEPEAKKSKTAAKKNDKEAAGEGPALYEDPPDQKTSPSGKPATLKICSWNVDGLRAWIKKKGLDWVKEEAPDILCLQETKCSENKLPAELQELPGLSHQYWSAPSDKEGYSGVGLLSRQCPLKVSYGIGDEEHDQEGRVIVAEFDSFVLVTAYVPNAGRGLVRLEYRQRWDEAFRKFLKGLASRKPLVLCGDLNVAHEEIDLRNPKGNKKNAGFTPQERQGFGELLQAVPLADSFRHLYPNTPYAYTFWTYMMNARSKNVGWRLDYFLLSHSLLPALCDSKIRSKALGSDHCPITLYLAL
#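 Enzyme (0.75 nM final) and test compound are incubated 15 min at room temperature before adding 50 nM quenched THF abasic-site duplex. Cleavage dequenches TAMRA, followed at 525/598 nm over three reads one minute apart.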
# BLM inh – inhibitors of human Bloom syndrome helicase BLM | 350,000 tested, 0.2% active | recombinant BLM DNA unwinding, fluorescence dequenching | P54132 | AID 2528 | Potency, µM (highest dose often 56.1 µM), without a hit: at the highest dose activity change, negative = inhibition, usual class: inhibitors;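 also: potency is read from the fitted curve at half-maximal effect; plate controls were vehicle for no effect and no enzyme for full effect; nearly all actives have a fitted effect of over 35% in size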
# POLB inh – DNA polymerase beta (human) inhibition. 340,000 tested, 1.3% active. Pol beta primer extension/strand displacement, fluorescence kinetic. AID 485314. P06746. Potency, µM (titrated, usually from 114 µM), without a hit: at the highest dose activity change, negative = inhibition, actives largely listed as inhibitors; also: potency is read from the fitted curve at half-maximal effect; % is scaled to controls: 0 for no effect and ±100 for the full control effect
#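 Enzyme-only controls used 10 nM Pol beta; buffer lacking enzyme served as negative control. Compound preincubated 15 min, then 50 nM substrate added; 0 and 10 min reads at room temperature.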
# Anesthetic bind – candidate novel general anesthetic via apoferritin binding; apoferritin/1-aminoanthracene competitive binding, fluorescence; Potency, µM (highest dose often 77.5 µM), for the others: at the highest dose activity change, negative = displacement, most hits filed as inhibitors; 350,000 tested, 0.074% active; P02791; also: potency is read from the fitted curve at half-maximal effect; % is scaled to controls: 0 for no effect and ±100 for the full control effect; nearly all actives have a fitted effect of over 20% in size
#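 In PBS, apoferritin at 10 uM is loaded with 1-AMA from a 50% saturated solution. After 10 min of compound exposure at ambient temperature, reduced 535 nm fluorescence indicates probe displacement.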
# An asterisk follows results filed as active; ? = inconclusive; / = not tested or not shown; & = joins results of further samples; [ ] = remark or other dose. Unless noted, calls follow the shape of the dose curve; as a rule, active = well fitted curve in the direction sought with a large enough effect; inconclusive = small, poorly fitted or top-dose-only effect, or another doubt; inactive = no such curve, though single readings can be large; an effect the other way counts as inactive or inconclusive. These rows are one share of the data, so the mix of outcomes need not match the whole.
SMILES	Anesthetic bind	Pol eta inh	BLM inh	POLB inh	LDHA block	Pol kappa inh	GRP78 ERSR act	APE1 inh	Pol iota inh
CC1CCCCN1C(=O)CN1C(=O)c2ccccc2S1(=O)=O (stereo unspecified)	/	-14%	/	/	-5	4%	1%	32%	5%
Cc1ccc(NC(=O)c2sc3nc(-c4cccs4)ccc3c2N)cc1F	124%[activator]	-11%	-5%	0%	-18	-5%	-3%	/	2%
CN(Cc1cccc(F)c1)CC(O)COCc1ccccc1Cl (stereo unspecified)	-13%	-12%	0%	-4%	-15	2%	-5%	-2%	6%
CCOc1ccc(CC(=O)Nc2ccc(-c3ccc4nnc(C)n4n3)cc2)cc1	?	?	-11%	-27%	-5	-18%	-2%	11%	?
Cc1ccc2c(=O)cc(CSc3ccccc3)[nH]c2c1C	2%	-3%	-7%	34%	-10	-10%[60.1 µM]	-2%	/	-22%
CCn1cc(C(=O)N2CCN(c3cc(Cl)ccc3C)CC2)c2cc(OC)c(OC)cc2c1=O	-7%	-19%	-4%	-15%	-1	6%	0%	/	-2%
CCOC(=O)c1cccc(NC(=O)CS(=O)(=O)Cc2nc(-c3cccc(OC)c3)oc2C)c1	-9%	-19%	-1%	-3%	-6	-7%	-5%	0%	-11%
CCC(C)NC(=O)CSc1nnc(-c2ccncc2)n1-c1ccc(OC)cc1 (stereo unspecified)	-8%	10%	1%	12%	-3	-1%	1%	0%	21%
Cc1nc(-c2ccc(S(=O)(=O)NCc3ccc(F)cc3)cc2)co1	-5%	-17%	-1%	0%	-13	-10%[60.1 µM]	-3%	/	6%
COc1ccc(C(=O)C(/C=N/O)=N/Nc2ccc(F)cc2)cc1	-10%	-6%	-3%	10%	-9	-6%	1%	-5%	12%
CCCCOc1ccc(C(=O)NCC(=O)OCC(=O)c2c(N)n(C)c(=O)n(C)c2=O)cc1	/	-20%	/	/	-6	-16%	-3%	-13%	111%[activator]
COCCC(=O)N1CCC(Oc2ccc(C(=O)N3CCCC(CCCO)C3)cc2)CC1 (stereo unspecified)	-6%	-11%	0%	14%	1	-1%	-2%	1%	-14%
O=C(Cc1ccc(-n2cccc2)cc1)N1CCc2ccccc21	-19%	?	-10%	22µM*	-5	-35%	4%	4%	?
CCCCC(=O)N/N=C(\C)CC(=O)Nc1cc(Cl)ccc1OC	-21%	11%	-2%	50%	-5	-8%	-3%	-4%	8%
C/C(=N\NC(=S)Nc1cccc(C)c1)c1ccccc1	?	-18%	-5%	12%	-4	-7%	6%	-7%	0%
COc1ccc(CNC(=O)c2cc(S(=O)(=O)N3CCCC3)cn2C)cc1	-13%	-10%	-3%	7%	-1	-4%	-1%	-1%	35%[activator]
CN(c1ccc(C(=O)NCCSC(C)(C)C)cc1)S(C)(=O)=O	-4%	-11%	-3%	6%	-5	-11%	-2%	-1%	5%
CCNc1ncc2nc(-c3ccc(Cl)cc3)c(=O)n(-c3ccccc3)c2n1	/	/	-2%	/	/	-5%[60.1 µM]	2%	21%	/
COc1ccc(OC)c(NC(=O)N(C)CCc2c(C)nn(C)c2C)c1	24%	-20%	0%	-21%	0	-2%[60.1 µM]	-2%	/	19%
COc1ccc(CNC(=O)C2COc3ccccc3O2)cc1 (stereo unspecified)	6%	8%	-7%	19%	-13	-7%	0%	-10%	14%
Cc1cc(=O)oc2cc(OCCC[n+]3ccccc3)ccc12	265%[activator]	-7%	6%	0%	-13	-4%	0%	-2%	26%
Cc1ccc(C(=O)Oc2cccc(NC(=O)c3ccco3)c2)cc1S(=O)(=O)N1CCC(C)CC1	-18%	1%	-9%	-7%	-13	-15%	-3%	-4%	11%
COC(=O)c1ccc(C)c(-n2c(=O)n(Cc3ccccc3)c(=O)c3[nH]cnc32)c1	-11%	-19%	-4%	-2%	-4	-3%	-2%	35%	-16%
COC(=O)CS(=O)(=O)c1cc([N+](=O)[O-])ccc1NC(=O)OC	-5%	-14%	-7%	32%[activator]	6	-7%	?	4%	29%
O=C(CN1CCN(Cc2ccc(F)cc2)C1=O)NCc1ccccc1Cl	3%	-12%	-1%	27%	-9	-13%	-1%	/	10%
FC(F)(F)c1cc(CN2CC3(CCNCC3)C2)cc(C(F)(F)F)c1	/	/	3%	/	/	1%[60.1 µM]	-3%	5%	/
COC(=O)CN(C)C1CC(=O)N(c2ccc(Cl)cc2)C1=O (stereo unspecified)	-7%	-14%	0%	-1%	-3	-1%	-4%	-3%	-4%
CCCc1cc(=O)[nH]c(SCC(=O)N(CCC#N)c2ccc3c(c2)OCCO3)n1	/	-5%	/	/	-7	-11%	-2%	0%	19%
COc1cc([N+](=O)[O-])ccc1NC(=O)Cn1ccsc1=N	-6%	-10%	4%	-12%	-7	7%	-2%	-2%	15%
CCn1c(COc2ccccc2C)nnc1SCC(=O)CC(=O)Nc1ccccc1OC	-15%	0%	-8%	-1%	-11	-41%	-1%	-2%	?
COc1cccc(CC(NC(C)=O)C(=O)NC2CCN(S(=O)(=O)c3ccc(NC(C)=O)cc3)CC2)c1 (stereo unspecified)	3%	2%	2%	1%	-8	-4%	-3%	0%	29%
O=C1/C(=C/c2ccc(O)cc2)CCc2ccc([N+](=O)[O-])cc21	5%	-1%	3%	23%	-2	-7%	2%	18%	9%
CC(=O)N1CCN(CCN=CC2=C(O)CC(c3ccco3)CC2=O)CC1 (stereo unspecified)	-10%	-2%	-2%	20%	-3	-21%	-4%	15%	10%
COc1cccc(CN2CCC(n3nccc3NC(=O)CCOc3ccccc3)CC2)c1	-10%	-16%	1%	15%	-2	4%	2%	9%	15%
O=c1oc(-c2ccccc2)c(-c2ccccc2)c2ccccc12	/	-3%	/	/	-3	-14%	0%	/	35%[activator]
O=C(Cc1ccccc1)NCC(=O)N1CCCCCC1	-13%	-6%	-5%	-1%	-19	-3%	1%	2%	2%
O=C(CN1C(=O)NC2(CCCC2)C1=O)Nc1cc(S(=O)(=O)N2CCCCC2)ccc1Cl	/	-5%	/	/	-3	-2%	-2%	13%	2%
N/C(=N\OC(=O)CCCc1ccccc1)c1ccccc1	-6%	-20%	-3%	13%	1	4%	?	36%	31%[activator]
O=C(NCc1ccccc1)c1cnc(N2CCCCC2)c2ccccc12	-5%	-8%	-3%	-7%	3	-5%[60.1 µM]	5%	/	0%
CC(C)Oc1ccc(N2CC(C(=O)Nc3ccccc3F)CC2=O)cc1 (stereo unspecified)	4%	-4%	1%	-23%	-8	-4%	-1%	1%	16%
O=C(c1cccnc1)N1CCN(C(=O)c2cccs2)CC1	-6%	-4%	0%	0%	-2	-9%	-4%	0%	3%
O=S(=O)(c1ccc(Cl)cc1)c1snnc1-c1ccccc1	?	?	-6%	2%	-2	-10%	-17%	1%	?
Cc1ccc(-c2nc(CS(=O)CC(=O)NCc3ccc(Cl)cc3)c(C)o2)cc1 (stereo unspecified)	-23%	-9%	-6%	?	-11&-18	-12%	-4%	3%	-14%
Cc1nc(CNC(=O)c2cc(COc3c(F)cccc3F)on2)cs1	-20%	-14%	-3%	13%	-11	-23%	3%	-1%	84%[activator]
O=C(NNC1OC(CO)C(O)C(O)C1O)c1cccnc1 (stereo unspecified)	-2%	-13%	-3%	7%	-5	-12%	-5%	-5%	33%[activator]
CCOc1ccc(S(=O)(=O)N2CCC(C(=O)N3CCCC3)CC2)cc1C	-6%	2%	0%	5%	-6	-1%	-1%	80%[activator]	1%
COc1ccc(C)cc1NC(=O)C(Sc1nnc(Nc2cc(C)ccc2OC)s1)c1ccccc1 (stereo unspecified)	-2%	-9%	-7%	10%	-6	-8%	-2%	-5%	4%
CSc1ncc(Cl)c(C(=O)C(C#N)c2nc3c(C)cc(C)cc3c(=O)[nH]2)n1 (stereo unspecified)	-7%	-11%	-10%	8%	-12	-14%	-2%	-2%	?
CNC(=O)COC(=O)c1cc(=O)[nH]c2ccccc12	6%	10%	0%	5%	-4	0%	-3%	-5%	21%
O=C(NCCCO)C(=O)Nc1c2c(nn1-c1ccc(F)cc1)CSC2	2%	-15%	-2%	-5%	1	-11%[60.1 µM]	-5%	/	?
Cc1cccc2cc(CN(CC3CCCO3)C(=O)c3ccco3)c3nnnn3c12 (stereo unspecified)	-4%	/	-1%	-18%	/	/	/	16%	/
COc1cccc(CNC(=O)Cn2ccc3cc(S(=O)(=O)N4CCCCCC4)ccc32)c1OC	-2%	-16%	-6%	-1%	-3	-8%	-3%	-3%	7%
CCOc1ccc(CCNC(=O)COC(=O)c2ccccc2O)cc1OCC	-3%	-7%	3%	2%	-3	-7%	-1%	-1%	28%
Cc1ccc(S(=O)(=O)Nc2ccc(O)c(S(=O)(=O)c3ccc(C)cc3)c2)cc1	-13%	-12%	-1%	-14%	-2	-5%	-3%	-7%	15%
CCn1cc(C(=O)Nc2ccc(C)cc2[N+](=O)[O-])c(C)n1	/	-5%	/	/	-1	4%	11%	/	53%[activator]
O=C(CCc1ccccc1)Nc1ccc(S(=O)(=O)Nc2nccs2)cc1	-9%	13%	-1%	20%	-4	-20%	-5%	36%[12.4 µM]	22%
CN(C)CCCN(C(=O)COc1ccccc1)c1nc2c(F)cccc2s1	-9%	15%	4%	31%	-1	11%	-4%	7%	-13%
Cc1ccc(CNC(=O)CN(c2ccc(Cl)cc2)S(C)(=O)=O)cc1	-12%	-27%	-3%	1%	-2	3%	6%	0%	9%

# Assay outcomes as filed in PubChem.
